MIN6 prolif = inducers of MIN6 beta-cell proliferation, primary screen, ATP luminescence, uHTS | proliferation, % at 10 µM | AID 2380, 2010 | MIN6 cells proliferation, ATPlite luminescence, 48 h; cells starved in 0.2% serum; 100% = growth in 10% serum | actives 0.29% (n = 330,000);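 active means compounds whose signal lies at least 3.5 SD above the mean of all wells on their plate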;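 further: 0% = DMSO-treated cells in low-serum medium and 100% = 10% serum control; some compounds called inactive have numbers as strong as hits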
APOBEC3G inh = APOBEC3G DNA deaminase inhibitors, primary screen, biochemical, fluorescence, single-stranded DNA substrate, uHTS | DNA dC->dU-editing enzyme APOBEC-3G (Homo sapiens), Q9HC16 | inhibition, % at 20 µM | actives 0.28% (n = 330,000) | recombinant A3G, ssDNA deamination FAM/TAMRA fluorescence;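 active means inhibition of at least 40% at 20 µM, with no more than 30% in the related APOBEC3A deaminase screen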;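 further: plate controls were DMSO wells with A3G for no effect and wells lacking A3G enzyme for full effect; some compounds called inactive have numbers as strong as hits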
Target sequence (Q9HC16 whole entry, looked up): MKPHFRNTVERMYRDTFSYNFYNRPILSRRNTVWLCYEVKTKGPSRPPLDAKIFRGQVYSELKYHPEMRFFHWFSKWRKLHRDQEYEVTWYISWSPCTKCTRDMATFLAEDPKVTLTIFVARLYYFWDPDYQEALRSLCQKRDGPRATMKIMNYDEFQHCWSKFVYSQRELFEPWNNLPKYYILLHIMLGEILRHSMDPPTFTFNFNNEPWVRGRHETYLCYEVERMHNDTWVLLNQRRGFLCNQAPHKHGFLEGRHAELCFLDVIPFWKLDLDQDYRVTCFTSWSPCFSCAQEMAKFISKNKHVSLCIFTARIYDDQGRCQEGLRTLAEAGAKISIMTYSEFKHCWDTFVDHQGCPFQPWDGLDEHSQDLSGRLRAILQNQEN
hIAP inh = human IAP inhibitors, primary screen, biochemical, luminescence, uHTS; AID 2544, 2010; actives 0.12% (n = 330,000); inhibition, % at 10 µM; Intestinal-type alkaline phosphatase (Homo sapiens), P09923; purified IAP, CDP-Star luminescence, 30 min;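 active means inhibition reaching a set limit with compound at 10 µM in the primary screen, cut at about 35% in these data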;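 further: plate controls were DMSO wells with enzyme for no effect and no-enzyme buffer wells for full effect; values of inactives mirror those of a sister screen read the other way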
APOBEC3A inh = APOBEC3A ssDNA deaminase inhibitors, primary screen, selectivity assay for APOBEC3G inhibitor project, biochemical, FAM/TAMRA oligo cleavage fluorescence; DNA dC->dU-editing enzyme APOBEC-3A (Homo sapiens), P31941; inhibition, % at 20 µM; recombinant A3A, FAM/TAMRA ssDNA deamination fluorescence; actives 0.41% (n = 330,000);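 active means at least 40% inhibition at 20 µM here, with at most 30% in a related deaminase screen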;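 further: plate controls were A3A with DMSO for no effect and wells lacking A3A enzyme for full effect; some results filed as inactive read as strong as hits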
Target sequence (P31941 whole entry, looked up): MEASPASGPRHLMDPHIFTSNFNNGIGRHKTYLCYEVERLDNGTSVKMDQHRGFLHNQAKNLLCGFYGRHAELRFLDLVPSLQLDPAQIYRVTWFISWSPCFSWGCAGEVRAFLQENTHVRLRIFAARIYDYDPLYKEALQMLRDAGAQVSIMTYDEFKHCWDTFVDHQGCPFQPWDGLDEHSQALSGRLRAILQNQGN
MPTP inh = mitochondrial permeability transition pore inhibitors, primary screen, biochemical, isolated mouse mitochondria, absorbance; Ca2+ swelling absorbance, 30 min; inhibition, % at 10 µM; actives 1.4% (n = 360,000); AID 602449, 2012;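 active means inhibition of 50% or more, scaled per plate between neutral and stimulator controls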;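 further: 0% = DMSO wells given calcium and 100% = 1 mM EGTA wells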
mIAP act = activators of mouse IAP, primary screen, biochemical, luminescence, uHTS. actives 0.24% (n = 330,000). muIAP, CDP-Star luminescence, 30 min; hits give high values; 1 = vehicle-only enzyme signal, 0 = enzyme-free wells. activation factor at 10 µM. intestinal alkaline phosphatase [Mus musculus]. AID 2805, 2010;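 active means activation factor of at least 2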; further: the source names both 10 and 20 µM as test concentration; values of inactives mirror those of a sister screen read the other way
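also added = chemiluminescent substrate CDP-Star | test system = mouse IAP enzyme | signal = chemiluminescence readout | compound = DMSO-dissolved test compounds | incubation = 30 min at room temperature | benchmarks = DMSO wells, no-enzyme wells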
mIAP block = inhibitors of mouse IAP, primary screen, biochemical, luminescence, uHTS. intestinal alkaline phosphatase [Mus musculus]. purified mouse IAP, CDP-Star luminescence, 30 min. inhibition, % at 10 µM. actives 0.2% (n = 330,000);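 active means inhibition of at least 40% at 10 µM in the primary screen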;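 further: plate controls were DMSO with enzyme for no effect and no enzyme wells for full effect; values of inactives mirror those of a sister screen read the other way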
NR3A LBD binder = binders of NR3A ligand-binding domain, primary screen, biophysical, differential scanning fluorimetry, uHTS; Glutamate receptor ionotropic, NMDA 3A (GRIN3A) ligand-binding domain; NR3A LBD differential scanning fluorimetry, Tm shift; 0% = protein alone, 100% = glycine-bound protein; Tm shift relative to glycine control, % at 25 µM; actives 2.5% (n = 340,000); AID 1259313, 2017;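 active means melting temperature shift of at least 10% of the positive control shift, at one fixed dose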
hIAP act = human IAP activators, primary screen, biochemical, luminescence, uHTS. Intestinal-type alkaline phosphatase (Homo sapiens), P09923. activation factor at 10 µM. actives 0.16% (n = 330,000). purified human IAP, CDP-Star luminescence, 30 min; hits give high values; 1 = vehicle-only enzyme, 0 = enzyme-free background;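 active means activation factor of the enzyme at least 2-fold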; further: the source names both 10 and 20 µM as test concentration; values of inactives mirror those of a sister screen read the other way
* = called active by the depositor; · = no result given.

Sequence of screens – MIN6 prolif, APOBEC3G inh, hIAP inh, APOBEC3A inh, MPTP inh, mIAP act, mIAP block, NR3A LBD binder, hIAP act
1	O=C(COc1ccccc1)Nc1ccncc1Cl
  -1, -5, -3, 4, 0.0, 0.95, 5, -1, 1
2	C/C(=N\NC(=O)CN(c1ccccc1)S(=O)(=O)c1ccccc1[N+](=O)[O-])C(C)(C)C
  0, -3, 0, -1, 1.3, 0.9, 10, -2, 1
3	COc1cccc(OCC(=O)Nc2ccccc2NC(C)=O)c1
  -1, -4, -2, -4, -0.3, 0.96, 4, 1, 1
4	O=C(Nc1cccc(-c2cn3ccccc3n2)c1)c1cc2ccccc2oc1=O
  -6, -5, 12, 4, -2.5, 0.92, 8, 1, 0.88
5	COc1ccc(CNCc2ccncc2)c(OC)c1
  -1, -6, -4, -5, 0.9, 1.1, -5, 1, 1
6	Cc1cccc(OCC(=O)N/N=C\c2cn(C)c3ccccc23)c1
  1, -3, 6, 4, -0.3, 1, -2, -3, 0.94
7	CCOC(=O)N1CCN(S(=O)(=O)c2ccc(F)cc2)CC1
  3, -4, -8, 0, 0.1, 1.1, -12, 0, 1.1
8	CCCCN(C)C(=O)C1CCC(=O)N(c2cc(OC)c(OC)c(OC)c2)C1c1ccc(OC)cc1 (stereo not given)
  2, -4, -12, 2, 0.1, 0.96, 4, -2, 1.1
9	CC(=O)Nc1ccc(NC(=O)C(C)OC(=O)c2ccc(S(=O)(=O)N3CCCCCC3)cc2)cc1 (stereo not given)
  -3, -1, -4, -2, 0.2, 0.97, 3, 4, 1
10	COc1ccc(S(=O)(=O)NN(C)C(=O)c2nn(-c3ccccc3)ccc2=O)cc1
  4, -1, -4, 2, -0.6, 1, -2, 0, 1
11	COc1ccc(S(=O)(=O)Oc2ccccc2C(=S)N2CCOCC2)cc1
  -4, 13, 12, -2, -1.8, 1, -1, ·, 0.88
12	CC1C(=O)N2CCCc3cc(NC(=O)C(=O)NCCCc4ccccc4)cc1c32 (stereo not given)
  -2, -2, 5, 0, 1.4, 0.99, 1, 0, 0.95
13	CC1CCN(S(=O)(=O)Cc2ccccc2Cl)CC1
  1, 3, -4, 0, -0.1, 0.85, 15, 2, 1
14	CCOC(=O)Cc1csc(NC(=O)Nc2cccc(Cl)c2)n1
  -3, -2, 4, 7, 73*, 1.2, -24, -3, 0.95
15	CC(=O)c1sc(NC(=O)C2CCN(c3ncnc4sc(C)c(C)c34)CC2)nc1-c1ccccc1
  -6, -7, 18, 3, -0.7, 0.91, 9, 2, 0.82
16	Cc1nn(C)c(C)c1Nc1ccc(N2C(=O)C3C4C=CC(C4)C3C2=O)cc1[N+](=O)[O-] (stereo not given)
  1, -5, 20, -2, 2.6, 0.94, 6, 0, 0.8
17	Clc1ccc(CSc2ncn[nH]2)cc1
  0, -1, 0, -1, 0.0, 0.94, 6, 1, 1
18	COc1cc(/C=C/[N+](=O)[O-])ccc1OCc1cccc(C(=O)O)c1
  -4, -1, 9, 2, ·, 0.97, 3, -1, 0.91
19	O=C(CN1C(=O)NC2(CCCC2)C1=O)N1CCN(Cc2ccccc2)CC1
  2, -8, 9, -3, 0.1, 0.96, 4, 2, 0.91
20	COC(=O)CNC(=O)c1ccc(NS(=O)(=O)c2cc([N+](=O)[O-])ccc2Cl)cc1
  -1, -3, 12, 11, 0.3, 1.1, -7, -1, 0.89
21	Cc1ccc(-n2nc3c(c2NC(=O)c2ccco2)CS(=O)(=O)C3)c(C)c1
  3, -3, -7, -2, 0.0, 1, -1, -2, 1.1
22	COc1ccc2c(c1)c(C(=O)O)c(C)n2-c1ccccc1
  0, 4, -2, 2, 0.4, 0.9, 10, 1, 1
23	Cc1cccc(Nc2nc(N)nc(CSC(=S)N3CCOCC3)n2)c1
  0, -3, 7, -3, -2.7, 0.94, 6, 1, 0.93
24	CCN(CC)C(=O)CC(c1ccc(F)cc1)c1ccc(OC)cc1 (stereo not given)
  0, -4, -15, -5, 0.3, 1.1, -9, 0, 1.2
25	Cc1cc(-c2nnc(SCC(=O)Nc3ccc(S(N)(=O)=O)cc3)n2N)n[nH]1
  -1, -5, -24, -1, -2.0, 1, -2, -2, 1.2
26	COc1ccc(S(=O)(=O)N(C)C[C@H]2Oc3c(NS(=O)(=O)c4ccc(F)cc4)cccc3C(=O)N([C@H](C)CO)C[C@@H]2C)cc1
  -1, -8, 7, -6, 0.3, 1, 0, 0, 0.93
27	CC(C)C(NS(=O)(=O)c1cccs1)C(=O)Nc1nc(C(C)(C)C)cs1 (stereo not given)
  -3, -5, -9, -1, 3.2, 1.1, -12, -1, 1.1
28	NC(=O)c1ccc[n+](CC(=O)Nc2ccccc2C(=O)O)c1
  -1, -11, -7, -1, -0.8, 0.87, 13, -2, 1.1
29	CC(=O)Nc1nnc(-c2ccco2)o1
  0, -4, 1, -7, -0.6, 1, -3, -1, 0.99
30	O=c1[nH]c2ccccc2c(O)c1O
  -6, 32, 6, 1, 0.6, 0.91, 9, 3, 0.94
31	COc1ccccc1C(=O)Nc1sc2c(c1C(N)=O)CCCC2
  -3, -7, 11, 0, -1.5, 0.9, 10, 35*, 0.89
32	CCOc1ccc(NC(=O)Cn2nnc3c(cnn3-c3ccc(F)cc3)c2=O)cc1
  0, -18, 7, -5, 1.1, 0.96, 4, -1, 0.93
33	CC(=O)NCCNC(=O)c1ccc(Cn2c(=O)[nH]c3ccsc3c2=O)cc1
  -2, -2, -9, -1, 0.2, 1.1, -8, 2, 1.1
34	NCc1cccc(-n2cccn2)c1
  -2, 1, -11, 2, 2.1, 1, -4, -2, 1.1
35	CC(C)C(=O)N1N=C(c2ccc(NS(C)(=O)=O)cc2)CC1c1cccs1 (stereo not given)
  1, -6, -11, -4, -17, 0.97, 3, -4, 1.1
36	COc1ccccc1CNC(=O)CCNC(=O)Cn1ccc2ccccc2c1=O
  0, -3, -12, -2, 1.0, 0.88, 12, -1, 1.1
37	c1cc(-c2cccs2)nc(-c2cccs2)c1
  -2, -4, 8, -5, 1.2, 0.91, 9, -2, 0.92
38	Cc1c(OCC(=O)NCC(O)c2ccccc2)ccc2c3c(c(=O)oc12)CCCC3 (stereo not given)
  5, 15, 3, 3, -1.9, 1.1, -9, 0, 0.97
39	Cc1sc2ncnc(SCC(=O)NC(C)C(C)C)c2c1C (stereo not given)
  -1, -6, 2, -4, -0.6, 1.1, -10, 1, 0.98
40	Cc1nn(-c2ccccc2)c(N2CCCC2)c1/C=N/Nc1ccc(S(N)(=O)=O)cc1[N+](=O)[O-]
  -5, -3, 14, -3, 4.1, 0.87, 13, -10, 0.86

3 compounds out of the list, ordered by heavy-atom count, ascending:
Sequence of screens – MIN6 prolif, APOBEC3G inh, hIAP inh, APOBEC3A inh, MPTP inh, mIAP act, mIAP block, NR3A LBD binder, hIAP act
36	COc1ccccc1CNC(=O)CCNC(=O)Cn1ccc2ccccc2c1=O
  0, -3, -12, -2, 1.0, 0.88, 12, -1, 1.1
38	Cc1c(OCC(=O)NCC(O)c2ccccc2)ccc2c3c(c(=O)oc12)CCCC3 (stereo not given)
  5, 15, 3, 3, -1.9, 1.1, -9, 0, 0.97
26	COc1ccc(S(=O)(=O)N(C)C[C@H]2Oc3c(NS(=O)(=O)c4ccc(F)cc4)cccc3C(=O)N([C@H](C)CO)C[C@@H]2C)cc1
  -1, -8, 7, -6, 0.3, 1, 0, 0, 0.93

Continued.
Sequence of screens – MIN6 prolif, APOBEC3G inh, hIAP inh, APOBEC3A inh, MPTP inh, mIAP act, mIAP block, NR3A LBD binder, hIAP act
41	Cc1c(C(=O)COC(C)(C)C)[nH]c2ccccc12
  -4, -8, 5, -6, -3.4, 1, -1, 1, 0.95
42	CCC(C)NCCOc1ccccc1C (stereo not given)
  -2, 0, -13, -7, 0.8, 1.2, -15, -2, 1.1
43	Cc1ccc(C)c(NC(=O)C2CC(O)CN2C(=O)Oc2ccccc2)c1 (stereo not given)
  12, 6, 14, 54*, -1.0, 0.9, 10, 0, 0.86
44	O=C(Nc1ccccc1C(=O)NC(Cc1ccccc1)C(=O)O)c1ccco1 (stereo not given)
  -2, -6, 3, -1, 0.0, 1, 0, 1, 0.97
45	Cc1cccc(CCNC(=O)C2CCN(S(=O)(=O)c3cccc4nsnc34)CC2)c1
  -2, -9, -3, -5, -1.2, 0.93, 7, 0, 1
46	COc1ccccc1NS(=O)(=O)c1cccc(N2CC(O)=C(c3ccccc3)C2=N)c1
  -1, 2, 12, 1, 0.8, 1, -3, -2, 0.88
47	O=C(COc1ccc(Br)cc1)N/N=C1\SCC(=O)N1c1ccc(F)cc1
  -1, -4, -1, -3, -1.3, 0.78, 22, 0, 1
48	CCC/C(O)=C1\C(=O)CC(C)(C)CC1=Nc1ccc(OC)cc1
  -1, -3, -14, 1, -1.2, 1.1, -5, 1, 1.1
49	O=C(c1ccccc1)c1ccc(Cn2cc(CCCO)nn2)cc1
  0, -4, 13, 2, 0.1, 0.96, 4, -2, 0.87
50	O=C(NC12CC3CC(CC(C3)C1)C2)c1ccccc1
  1, -3, -9, 3, -0.7, 1.1, -11, -1, 1.1
51	CCOc1ccc2[nH]c3c(c2c1)CNCC3
  1, 4, 32, -3, 1.7, 1, -2, -1, 0.69
52	Cc1ccc(Cn2c3ccccc3c3cn[nH]c(=O)c32)cc1
  0, -6, 6, -2, -1.8, 1, 0, 1, 0.94
53	Cc1ccc(OCC(=O)Nc2c(C)ccc3nsnc23)cc1
  -2, -3, -16, 0, 2.2, 1, -4, 2, 1.2
54	CC(C)c1cc(Br)ccc1OCCCN1C(=O)NC(C)(C)C1=O
  -3, -4, -2, -3, 7.9, 1, 0, -2, 1
55	COCc1nnc(NS(=O)(=O)c2ccc([N+](=O)[O-])cc2)s1
  -3, -6, -2, -3, 1.0, 0.93, 7, 4, 1
56	CCN(C1CCCCC1)S(=O)(=O)c1ccc(S(=O)(=O)N(CC(=O)Nc2ccccc2)C2CC2)cc1
  -1, -1, 2, 0, 3.3, 1, -3, -2, 0.98
57	COc1ccc(C(=O)Nc2ccccc2C(=O)Nc2cccc(C)n2)cc1
  -3, -8, 23, 1, -0.2, 0.97, 3, 1, 0.77
58	C#Cc1ccc([C@@H]2C=C(C(=O)NC3CC3)O[C@H](OCc3ccc(CO)cc3)C2)cc1
  -1, -1, 0, -3, -0.9, 1, -1, -1, 1

Source: PubChem
